Source: PubChem BioAssay
ELG1 DNA repair = qHTS screen for small molecules that inhibit ELG1-dependent DNA repair in human embryonic kidney (HEK293T) cells expressing luciferase-tagged ELG1. 330,000 tested, 2.3% active. HEK293T ELG1-luciferase reporter, luminescence, 16 h; DNA damage induced by 5-fluorouridine. Potency, µM (highest dose often 46.1 µM), inactives show top-dose activity change, negative = inhibition, actives largely listed as inhibitors. AID 504467, 2011; also: potency is read from the fitted curve at half-maximal effect; % is scaled to controls: 0 for no effect and ±100 for the full control effect; nearly all actives have a fitted effect of over 55% in size
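Overnight (16 hr) co-exposure of 2,000 cells/well to 5-fluorouridine and compound at 37 °C preceded detection. Luciferase was quantified via ONE-Glo luminescence; loss of signal denotes inhibition.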
AT treatment = qHTS Assay for Identifying a Potential Treatment of Ataxia-Telangiectasia. […] A-T fibroblasts, KAP-1 phosphorylation AlphaLISA; neocarzinostatin DNA damage 30 min before lysis. Potency, µM (titrated, usually from 57.5 µM), without a hit: at the top dose activation, hits mostly activators. 320,000 tested, 0.19% active; also: potency is read from the fitted curve at half-maximal effect; % of control where 0% means no effect; nearly all actives have a fitted effect of over 45% in size
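ATM-like activity read as KAP-1 phosphorylation via AlphaLISA donor/acceptor antibody pairs after lysis and 6 hr at 25C. Cells were ATM-null patient fibroblasts ([…], hTERT), dosed 60 min, then exposed to the DSB inducer NCS for 30 min.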
B2AR arrestin = qHTS assay of beta-arrestin-biased ligands of beta2-adrenergic receptor; Beta-2 adrenergic receptor (Homo sapiens), P07550; beta-arrestin recruitment to beta2AR, cell-based reporter; Potency, µM (doses to about 46.1 µM), for the others: at the highest dose activation, hits mostly activators; 330,000 tested, 0.02% active; AID 492947, 2010;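 also: potency is read from the fitted curve at half-maximal effect; 0% = DMSO controls and full agonism = EC100 isoproterenol or metaproterenol; nearly all actives have a fitted effect of over 65% in size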
Target sequence (P07550 whole entry, looked up): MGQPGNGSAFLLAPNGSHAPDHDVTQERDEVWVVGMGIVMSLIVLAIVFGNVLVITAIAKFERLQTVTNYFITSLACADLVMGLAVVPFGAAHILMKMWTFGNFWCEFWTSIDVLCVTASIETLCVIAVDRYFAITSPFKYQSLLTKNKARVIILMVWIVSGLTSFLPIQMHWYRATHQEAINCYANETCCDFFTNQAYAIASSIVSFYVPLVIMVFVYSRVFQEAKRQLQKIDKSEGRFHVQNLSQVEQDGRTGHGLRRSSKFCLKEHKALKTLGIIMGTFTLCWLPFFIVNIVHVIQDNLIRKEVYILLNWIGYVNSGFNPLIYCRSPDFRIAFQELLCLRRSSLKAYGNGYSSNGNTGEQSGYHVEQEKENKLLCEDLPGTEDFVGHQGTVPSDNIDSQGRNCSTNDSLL
PTAP TSG101 blk = qHTS Assay for Iinhibitors of HIV-1 Budding by Blocking the Interaction of PTAP/TSG101; Tumor susceptibility gene 101 protein (Homo sapiens), Q99816; Fluorescence polarization, FITC-PTAP peptide / Tsg101 binding; Potency, µM (series often up to 115 µM), inactives show at the highest dose activity change, negative = inhibition, hits mostly inhibitors; 340,000 tested, under 10 active; AID 493005, 2010; active = well fitted inhibition curve with a large enough effect in the main read-out, with a control signal flat, not every such curve was filed as active; inconclusive = small, poorly fitted or top-dose-only effect, or effect the other way, or a change in a side signal; inactive = no such curve, though single readings can be large or run the other way; also: potency is read from the fitted curve at half-maximal effect; % of control where 0% means no effect
Target sequence (Q99816 whole entry, looked up): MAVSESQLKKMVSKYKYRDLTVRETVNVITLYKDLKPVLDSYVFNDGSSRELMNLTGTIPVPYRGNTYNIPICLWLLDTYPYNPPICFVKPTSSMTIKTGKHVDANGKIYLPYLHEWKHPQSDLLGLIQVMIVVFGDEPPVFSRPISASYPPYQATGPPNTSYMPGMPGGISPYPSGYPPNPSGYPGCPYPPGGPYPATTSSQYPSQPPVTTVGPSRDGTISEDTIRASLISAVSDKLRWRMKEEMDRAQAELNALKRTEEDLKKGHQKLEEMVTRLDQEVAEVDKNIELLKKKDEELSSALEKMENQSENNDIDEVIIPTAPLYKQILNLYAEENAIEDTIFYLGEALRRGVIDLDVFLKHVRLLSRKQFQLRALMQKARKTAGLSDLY
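Compounds were pin-transferred onto Tsg101 binding domain (10 uM final) in HEPES pH 7.5 buffer, then FITC-PTAP peptide was added at 50 nM final. After 20 min at RT, polarization reported peptide displacement across a qHTS concentration series.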
TCR act = Activators of T cell receptors: qHTS campaign; primary human leukocytes, anti-CD3, IL-2 HTRF, 48 h; Potency, µM (series often up to 9.22 µM), without a hit: at the top dose activation of IL-2 secretion, actives largely listed as activators; 330,000 tested, under 10 active; also: % of control where 0% means no effect
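TCR engagement came from a-CD3 beads alone, with compounds added to primary human leukocytes for 48 hr. Secreted IL-2 bridged europium cryptate- and d2-labelled anti-IL-2 antibodies, giving FRET emission at 665nm after 320nm excitation.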
TRPV1 agonist = HTS Assay for Compounds that Act as Agonists of the Vanilloid Receptor 1 | Transient receptor potential cation channel subfamily V member 1 (Homo sapiens), Q8NER1 | TRPV1-expressing cells, Fluo-8 calcium influx, agonist mode | activation, % at 8.33 µM | 320,000 tested, 0.19% active | AID 540275, 2011; in the data active = activation above about 80%; inconclusive = between about 30% and that limit; also: 0% is about no effect
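Fluo-8 calcium influx in TRPV1-expressing cells, kinetic read (ex 480/em 520 nm). Compound added and read 3 min for agonist activity, followed by capsaicin at EC20 final and 2 min further read for enhancement.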
CXXC DNA block = qHTS Fluorescence Polarization Assay for Inhibitors of MLL CXXC domain - DNA interaction. Potency, µM (titrated, usually from 115 µM), for inactives: at the top dose activity change, negative = inhibition, hits mostly inhibitors. Histone-lysine N-methyltransferase 2A (Homo sapiens), Q03164. 290,000 tested, 0.037% active. MLL-CXXC / FITC-HOXA9 DNA fluorescence polarization; active = well fitted inhibition curve with a large enough effect in the polarisation, with a control signal flat, not every such curve was filed as active; inconclusive = small, poorly fitted or top-dose-only effect, or effect the other way, or a change in a side signal; inactive = no such curve, though single readings can be large or run the other way; the % refers to the polarisation; also: potency is read from the fitted curve at half-maximal effect
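Purified MLL-CXXC (added from a 7 uM solution) was preincubated 5 min at ambient with pinned compounds in 50 mM Tris-HCl pH 7.5, 50 mM NaCl, 1 mM DTT, 0.05% BSA. Fluorescein-labeled HOX-A9 DNA (50 nM solution) followed, 30 min, then polarization read.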
Integrin act MD = qHTS for Activators of Integrin-Mediated Alleviation for Muscular Dystrophy. alpha7betagal myoblasts, beta-gal FDG fluorescence, 48 h. Potency, µM (doses to about 38.3 µM), for inactives: at the top dose activation, hits mostly activators. 350,000 tested, 0.064% active. AID 624291, 2012;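 also: potency is read from the fitted curve at half-maximal effect; 100% = response of the positive control SU9516; nearly all actives have a fitted effect of over 60% in size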
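alpha7betagal+/- myoblasts (passage 13, 250/well) treated 48 h at 37C with compounds at 1:260 dilution of DMSO stock. Lysed, then beta-galactosidase activity read as FDG fluorescence (ex 480/em 540) after 30 min, with pre-read for autofluorescence.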
BRCA1 expr act = qHTS Assay to Identify Small Molecule Activators of BRCA1 Expression; Potency, µM (titrated, usually from 46.1 µM), without a hit: at the top dose activation, most hits filed as activators; 380,000 tested, 1.1% active; MCF7-BRCA1-FFLuc reporter, luminescence, 48 h; response scale: scaled: vehicle 0%, 10 µM genistein 100%; AID 624202, 2012; also: potency is read from the fitted curve at half-maximal effect; nearly all actives have a fitted effect of over 80% in size; some results filed as inactive show a strong effect at the top dose
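Activators of BRCA1 expression were detected as increased firefly luciferase luminescence in engineered MCF7 cells after 48 h compound incubation. Signals were scaled to genistein 10 microM as full activation.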
p53 reactivator = qHTS assay for re-activators of p53 using a Luc reporter; H1299 p53-A138V BP100-luciferase reporter, luminescence, 24 h; Potency, µM (series often up to 92.2 µM), without a hit: top-dose activity change, positive = activation, usual class: activators; 320,000 tested, 0.063% active; also: potency is read from the fitted curve at half-maximal effect; % of control where 0% means no effect; nearly all actives have a fitted effect of over 45% in size
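H1299 (p53-null), stable ts p53-A138V + BP100-Luc; 1000 cells/well, Opti-MEM/10% FBS; cpd 4 pt, 1:5; 24 h, 37 deg C, 5% CO2; detection reagent 10 min RT; luminescence.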
Active calls of the source: *; u = inconclusive; x = not tested or not shown; [ ] = another dose, or the depositor's remark. Unless noted, calls follow the shape of the dose curve; as a rule, active = well fitted curve in the direction sought with a large enough effect; inconclusive = small, poorly fitted or top-dose-only effect, or another doubt; inactive = no such curve, though single readings can be large; an effect the other way counts as inactive or inconclusive.

SMILES | ELG1 DNA repair | AT treatment | B2AR arrestin | PTAP TSG101 blk | TCR act | TRPV1 agonist | CXXC DNA block | Integrin act MD | BRCA1 expr act | p53 reactivator
CC1=CC2=NC(=O)/C(=C\c3cccn3CCOc3cc(C)cc(C)c3)C(=N)N2O1 | 21µM* | -7% | 0.3% | 1% | 2%[46.1 µM] | 7 | -2% | 2% | -15% | 2%
Cc1ccc(-c2cc3onc(-c4ccccc4)c3c(=O)n2C)cc1 | u | 8% | 0.1% | x | 5% | 0 | x | 0% | u | u
CCCCN1C(=O)C(CC(=O)NCC)SC1=Nc1ccccc1 (stereo unspecified) | -8% | -1% | 0.2% | -5% | 6%[46.1 µM] | u | -1% | 1% | 0% | -5%
CNC(=O)c1c(O)c2cccc3c2n(c1=O)CCC3 | u | -16% | 0.4% | -6% | -2% | 0 | -6% | -46% | -91%[inhibitor] | 2%
O=C1NC(=O)/C(=C\c2ccc(O)cc2O)S1 | u | -9% | 0.2% | -7% | -1% | -4 | -16% | -12% | 63% | 6%
COc1ccc(C(=O)C2CCCN(S(=O)(=O)c3ccc(C(C)=O)cc3)C2)c(C)c1 (stereo unspecified) | -23% | 3% | 0.1% | -2% | -1% | 18 | 13% | -42% | -34% | -15%
CCCCOc1nc2ccccc2nc1NS(=O)(=O)c1ccc(F)cc1 | -11% | -1% | -0.2% | -11% | -5% | 1 | 4% | 34% | -1% | -1%
Cn1c(SCc2cc(=O)[nH]c3ccccc23)nnc1-c1ccc(Br)cc1 | -6% | 2% | -0.1% | -4% | 0% | -1 | -5% | -17% | 4% | -6%
CCc1c(C)c(C#N)c2nc3ccccc3n2c1N(C)C | -1% | 5% | -0.9% | -5% | -1% | 3 | -5% | 29% | -36% | -1%
Cn1cc(CN2CCC(CO)(CCCc3ccccc3)CC2)c(-c2ccccc2)n1 | 0% | 5% | -0.2% | 0% | 4% | 0 | 8% | -43% | -35% | -6%
O=C(NNC(=O)C1CCN(c2ncccn2)CC1)c1ccncc1 | 12% | -2% | -0.7% | -7% | 2% | -4 | -7% | 0% | 3% | -4%
O=C(CSc1nnc2c(Cl)cc(Cl)cn12)N1CCOCC1 | 14% | 2% | 0.2% | -7% | -1% | 0 | 4% | 37%[7.66 µM] | 3% | 12%

An excerpt from above in order of the TCR act value, smallest number first:
structure,TCR act
CCCCOc1nc2ccccc2nc1NS(=O)(=O)c1ccc(F)cc1,-5%
CNC(=O)c1c(O)c2cccc3c2n(c1=O)CCC3,-2%
CCc1c(C)c(C#N)c2nc3ccccc3n2c1N(C)C,-1%

Going on with the list.
SMILES | ELG1 DNA repair | AT treatment | B2AR arrestin | PTAP TSG101 blk | TCR act | TRPV1 agonist | CXXC DNA block | Integrin act MD | BRCA1 expr act | p53 reactivator
CO/N=C/C(=N\Nc1ccc(OC)cc1)C(=O)c1ccc(OC)cc1 | u | x | -0.2% | -3% | 13% | 0 | 1% | 20% | -45% | -3%
O=C(CCCn1c(=S)[nH]c2cc3c(cc2c1=O)OCO3)N1CCc2ccccc2C1 | u | -6% | -0.7% | -3% | -4% | 29 | 13% | -1% | -13% | 2%
COc1cccc(CNC(=O)CN2C(=O)COc3ccc(S(=O)(=O)N4CCCC4)cc32)c1 | 0% | -3% | 0.4% | -5% | -4% | 2 | 12% | u | -22% | -2%
CC1=CC(c2ccccc2)n2nc(NS(=O)(=O)c3ccc(C)cc3)nc2N1 (stereo unspecified) | 20% | u | -0.8% | -14% | -1% | 5 | 6% | -6% | -5% | -14%
N#Cc1ccc(C23CC4(C2)[C@H](CN(CC2CCCCC2)[C@@H]4c2ccccc2)C3c2ccccc2)cc1 (stereo partly specified) | -6% | -39% | -1.2% | -1% | 2% | -6 | 0% | -1% | -20% | 0%
NC(=O)C1(N2CCCCC2)CCN(C(=O)NC2CCCCC2)CC1 | 7% | 7% | -0.8% | -4% | -2% | -1 | -6% | 6% | 5% | 5%
COc1ccc(Cn2c(=S)[nH]c3ccsc3c2=O)cc1 | 12% | 0% | -0.3% | 0% | -1%[46.1 µM] | u | 16% | u | 12% | -13%
CC1CCCN(C(=O)COc2ccc3c(c2)OCO3)C1 (stereo unspecified) | 0% | 3% | 0.1% | -11% | 9% | u | -16% | 3% | 0% | 25%
CCN(C[C@H]1N[C@@](CC)(C(=O)OC)[C@H]2C(=O)N(C)C(=O)[C@@H]12)C(=O)Nc1ccc(C(F)(F)F)cc1 | 6% | -1% | 0.2% | -3% | 0% | x | x | -3% | 7% | -4%
Nc1cc(C(=O)c2ccccc2)ccc1N1CCOCC1 | u | 1% | -0.2% | -2% | 0%[46.1 µM] | 23 | 8% | 14% | u | u
COc1ccc(-c2c(C#N)c(N)nc3c2c(=O)n(C)c(=O)n3C)cc1Cl | x | x | x | -4% | 2% | x | x | 19% | -26% | x
O=c1c2ccccc2ncn1Cc1cccc2ccccc12 | 1% | 0% | -1.0% | -3% | -4% | -1 | -1% | 0% | 27% | 5%
CCOC(=O)c1ccccc1Cc1nc2ccccc2c(=O)[nH]1 | 0% | 0% | 0.1% | 1% | 1%[46.1 µM] | -2 | -7% | -14% | -30% | -3%
CN1CCN(C(=O)c2cn(-c3ccccc3)nc2-c2cccs2)CC1 | 5% | -3% | -0.1% | -1% | -3% | 2 | 5% | -14% | 0% | -3%
O=C(Nc1ccc(N2CCN(C(=O)c3cccs3)CC2)cc1)c1ccc([N+](=O)[O-])o1 | u | 3% | 0.4% | x | x | 2 | 22% | x | x | -21%
Cc1cnc(C(=O)OC(C)C(=O)c2c(C)[nH]c3ccccc23)cn1 (stereo unspecified) | -4% | 2% | -0.7% | -1% | 5% | 0 | x | -4% | -3% | 2%
Cc1cc2c(C)cc(=O)[nH]c2cc1NC(=O)CCl | u | 4% | 0.0% | -4% | -4% | x | 13% | -60%[inhibitor] | -71%[inhibitor] | -12%
O=C1CCC/C1=C\c1ccccc1 | 11% | 1% | 0.3% | 2% | 8% | 3 | -5% | 10% | 17% | -1%
NC(=S)N=Nc1ccc(NN=C(N)N)cc1 | -2% | -12% | -0.5% | 0% | 8% | -1 | u | x | -20% | 9%
CCOc1ccc(NC(=S)NCCCn2ccnc2)cc1 | 3% | 1% | -0.3% | -3% | 2%[46.1 µM] | -2 | u | 0% | 0% | 1%
COc1ccc(CCn2c(=N)c(C(=O)NCc3ccco3)cc3c(=O)n4cccc(C)c4nc32)cc1 | u | 10% | 0.3% | u | 7% | u | 11% | 0% | -46% | 3%
CC(C)(C)NC(=O)c1cccc2c1OC(C)(C)C2 | -2% | 4% | -1.5% | -3% | 8%[46.1 µM] | 12 | 5% | 0% | -9% | -1%
CC(C)C(=O)NCCCc1ccccc1 | -5% | -1% | 0.3% | 0% | 3% | 4 | u | 17% | -3% | -1%
CC1CCCN(c2nc(-c3cccnc3)nc3scc(-c4ccccc4)c23)C1 (stereo unspecified) | u | 0% | -0.1% | 3% | 2%[46.1 µM] | 8 | 14% | u | -46% | 5%
COc1ccc(C(=O)N2CCN(C(=O)Cc3ccccc3)CC2)cc1OC | 1% | 7% | -0.3% | 3% | 2% | 1 | -2% | 16% | -3% | -2%
O=C(COC(=O)CNC(=O)c1ccccc1F)NCCNC(=O)COC(=O)CNC(=O)c1ccccc1F | 3% | -12% | 0.0% | 1% | -8% | 8 | x | -9% | -2% | 1%
COc1ccc(C2=NN(C(=O)CN3CCCCC3)C(c3ccc(C)cc3)C2)cc1 (stereo unspecified) | -7% | 5% | 0.2% | -1% | 2% | 3 | -2% | -45%[inhibitor] | -12% | -1%
Cc1ccccc1OCC(=O)NCCNC(=O)c1cccnc1 | -4% | -4% | 0.0% | -3% | -2% | 1 | -8% | -13% | -24% | -1%
O=C(CN1CCCc2ccccc21)N/N=C/c1ccccc1 | u | 10% | 2.9% | 0% | -5%[46.1 µM] | 9 | 14% | u | -29% | u
CC1CCCCC1NC(=O)Cn1c(=O)cnc2ccccc21 (stereo unspecified) | -1% | -3% | -0.2% | -1% | 4%[46.1 µM] | x | x | 22% | -13% | 3%
O=C(CN(c1ccccc1)S(=O)(=O)c1ccccc1[N+](=O)[O-])Nc1ccccc1C(=O)N1CCOCC1 | 13% | -1% | -0.5% | -5% | 6% | -1 | 0% | 9% | -47% | 13%
